SIRT5 block: SIRT5 desuccinylase inhibitors, primary screen, biochemical, fluorescence imaging, single point, set 5; NAD-dependent protein deacylase sirtuin-5, mitochondrial (Homo sapiens), Q9NXA8; inhibition, % at 15 µM; 330,000 compounds, 1.1% hits; Purified SirT5, succinyl-peptide AMC, trypsin-coupled fluorescence; AID 652115, 2013; in the data active = inhibition above about 15%; inconclusive = no clear call, values can overlap the other calls
Target sequence (Q9NXA8 whole entry, looked up): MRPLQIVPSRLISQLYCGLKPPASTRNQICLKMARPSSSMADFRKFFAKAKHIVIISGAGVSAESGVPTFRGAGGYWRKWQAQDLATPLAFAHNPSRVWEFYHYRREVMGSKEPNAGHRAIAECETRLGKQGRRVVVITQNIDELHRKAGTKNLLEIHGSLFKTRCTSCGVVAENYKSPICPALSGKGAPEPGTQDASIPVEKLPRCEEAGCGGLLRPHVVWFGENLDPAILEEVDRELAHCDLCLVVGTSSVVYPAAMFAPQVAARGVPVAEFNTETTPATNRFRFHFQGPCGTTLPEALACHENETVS
miR122 inh: miR-122 Renilla sensor signal increase in Huh7, primary screen, miR-122 inhibitor project, cell-based, single point, plate reader; Huh7 miR-122 Renilla luciferase sensor, 48 h; neutral wells = 0, positive control = 100; 340,000 compounds, 0.3% hits; activation (reporter increase), % at 12.5 µM;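 active = mean replicate activation score at least 90 and every replicate individually at or above 90; inconclusive = only one of the two criteria met; inactive = neither criterion met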;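 note: higher luciferase means less miR-122 activity so hits act as miR-122 inhibitors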
ERp5 block: inhibitors of ERp5-driven insulin aggregation, primary screen, biochemical, turbidity, absorbance 650 nm, single point; Protein disulfide-isomerase A6 (Homo sapiens), Q15084; 90 min; inhibition, % at 9.99 µM; 350,000 compounds, 0.05% hits; AID 651711, 2012;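 active = mean replicate inhibition above about 25%, with every replicate also reaching it, limit read from the data, passing the limit was not always enough; inconclusive = only one of those two criteria met; inactive = neither criterion met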
Target sequence (Q15084 whole entry, looked up): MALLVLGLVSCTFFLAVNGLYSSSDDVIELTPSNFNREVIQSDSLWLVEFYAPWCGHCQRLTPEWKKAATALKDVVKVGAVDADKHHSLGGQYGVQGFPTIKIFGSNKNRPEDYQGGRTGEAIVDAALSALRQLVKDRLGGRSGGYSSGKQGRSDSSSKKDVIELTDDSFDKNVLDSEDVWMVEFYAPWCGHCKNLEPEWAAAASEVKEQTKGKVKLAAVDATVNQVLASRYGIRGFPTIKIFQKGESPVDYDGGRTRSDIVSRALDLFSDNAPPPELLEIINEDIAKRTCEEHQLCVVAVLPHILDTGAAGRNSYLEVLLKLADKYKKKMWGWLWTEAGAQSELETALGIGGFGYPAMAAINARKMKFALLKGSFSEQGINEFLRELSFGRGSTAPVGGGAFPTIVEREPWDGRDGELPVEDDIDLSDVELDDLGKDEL
esBAF inh: Bmi1 luciferase reporter increase in mESCs, primary screen, esBAF inhibitor project, mouse ES cells, Bmi1 luciferase knock-in, single point; 24 h; 100% = twice the neutral-well signal; reporter increase, % at 12.5 µM; 350,000 compounds, 2% hits; in the data active = activation above about 40%; inconclusive = no clear call, values can overlap the other calls;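 note: 0% = median of the plate's neutral control wells and 100% = double that signal; a rise in the Bmi1 reporter signal indicates esBAF inhibition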
C2C12 statin: suppressors of statin myotoxicity in C2C12 myotubes, primary screen, cell-based, single point, plate reader; C2C12 myotubes + simvastatin, ATP luminescence, 48 h; scaled: DMSO 0, geranylgeraniol control 100; rescue of ATP level, % at 7.49 µM; 330,000 compounds, 0.78% hits; AID 602340, 2012;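 active = mean ATP rescue above about 67%, or every replicate alone reaching that limit, limit read from the data, passing the limit was not always enough; inconclusive = no clear call, values can overlap the other calls; inactive = mean under the limit and some replicate under it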;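 note: myotubes were challenged with 10 µM simvastatin during compound exposure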
ARNT TACC3 PPI: disruptors of ARNT/TACC3 protein interaction, primary screen, biochemical, AlphaScreen, single concentration | AlphaScreen His-ARNT PAS-B/GST-TACC3 binding, luminescence; TACC3 fragment carries E629A point mutation | inhibition, % at 9.99 µM | 390,000 compounds, 0.66% hits | AID 623870, 2012;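 active = mean inhibition of replicates at least 50% and at least half of replicates each reaching 50%; inconclusive = half or more replicates reach 50% but mean below 50%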;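 note: 0% = complete ARNT plus TACC3 wells and 100% = ARNT alone without TACC3; many hits fall short of the cut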
Cneo AK release: Cryptococcus neoformans cell lysis inducers, primary screen, AK release luminescence, single concentration | C. neoformans lysis, adenylate kinase release luminescence, 4 h; normalised: neutral wells 0, clomiphene wells 100 | lysis activity, % at 15 µM | 360,000 compounds, 0.2% hits | AID 651654, 2012;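 active = mean lysis activity across replicates of at least 80%, whatever share of replicates individually reach that level; inactive = mean lysis activity below 80%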
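Test system: log-phase Cryptococcus neoformans yeast cells; Quantity: yeast cell density of 5 × 10^6 cells/mL; Buffer or medium: YPD; Doses: single compound concentration per well; Timing: 4 h at 37 °C static, read 1 h later; Measured by: AK luminescence; Read-out basis: lysis from increased AK signal; Control set: Clomiphene as positive control.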
* hit, by the source's call; ? = inconclusive; . = not tested or not shown; [ ] = another dose, or the depositor's remark.

SMILES | SIRT5 block | miR122 inh | ERp5 block | esBAF inh | C2C12 statin | ARNT TACC3 PPI | Cneo AK release
COc1ccc(CCNC(=O)c2cc(-c3ccco3)on2)cc1OC | -2 | . | -3 | . | . | -6 | 0
O=C(NCC(O)c1ccccc1)Nc1cccs1 (stereo unspecified) | -1 | 0 | 1 | ? | 2 | 8 | 2
CNc1cc(C)nc(N2CCOCC2)n1 | -2 | . | 2 | . | . | 4 | .
COc1ccccc1S(=O)(=O)N[C@H]1CC[C@H](CCNC(=O)C2CCCC2)O[C@@H]1CO | 2 | 13[16.7 µM] | 0 | -2 | -6 | -8 | 0
Cc1ccc(C)c(OCC(=O)NNC(=O)C2CCC2)c1 | -1 | 0 | -1 | -7 | -14 | -26 | -1
COc1ccc(CC(O)CC2c3c(cc4c(c3OC)OCO4)CCN2C)cc1 (stereo unspecified) | -5 | -4 | 2 | -4 | -6 | -4 | 0
COc1cccc(-c2cccc(NC(=O)C3CCN(Cc4nccs4)CC3)c2)c1 | -2 | -2 | -22 | . | . | -8 | 2
CC[C@@H](C)[C@H](NC(=O)Cc1c(C)c2cc3c(C)coc3c(C)c2oc1=O)C(=O)O | -5 | -8 | 2 | 7 | 3 | -14 | 0
CC1CC(C)CN(c2ncc3c(n2)CC(c2ccccc2)CC3=O)C1 (stereo unspecified) | . | 7 | . | -11 | 5 | -5 | -4
CC(=O)Oc1cccc(C(=O)Nc2cccc(C(=O)Nc3ccccc3C(=O)O)c2)c1 | . | -4 | 2 | 4 | 8 | 5 | -2
Cc1ccc(/C=N/Nc2ccc(F)cc2)s1 | -5 | 7 | 5 | 9 | 9 | 3 | -6
Cc1ccc(S(=O)(=O)Nc2ccc3c(c2)C(=O)N([C@H](C)CO)C[C@@H](C)[C@H](CN(C)C(=O)NC(C)C)OCCCC[C@@H](C)O3)cc1 | 2 | 4[16.7 µM] | 0 | -2 | . | -1 | 62
CC(=O)Nc1ccc(NC(=O)c2cc[n+]([O-])cc2)cc1 | -1 | . | 3 | -7 | 15 | 0 | -2
O=C(Nc1cccc(OC(F)(F)F)c1)C1Cc2c(-c3ccc(Cl)cc3)ccnc2O1 (stereo unspecified) | 0 | -1 | 4 | -4 | -1 | . | 4
CC(C)(C)NC(=O)c1cccc(NC(=O)Cc2ccc(Br)cc2)c1 | . | 0 | . | . | . | -7 | -1
C[C@H](CO)N1C[C@H](C)[C@H](CN(C)C(=O)C2CCOCC2)Oc2ncc(C#CCc3ccccc3)cc2C1=O | 3 | . | 0 | -5 | -3 | -3 | 2
COc1cccc(CNS(=O)(=O)c2cc(-c3cc(C)no3)ccc2C(C)C)c1 | -2 | ? | 2 | 6 | 25 | -2 | .
Cc1ccc(-n2cnnn2)c(S(=O)(=O)N2CCOCC2)c1 | . | -1 | . | 2 | 11 | -7 | -3
CCCN1C2CCCC1CC(NC(=O)c1cccc(OC)c1)C2 (stereo unspecified) | -2 | 1 | -9 | 3 | -4 | 21 | -14
CCN(Cc1ccccc1)C(=O)C(=O)c1cn(CC(=O)N2CCCC2)c2ccccc12 | 0 | 51 | 2 | -3 | 16 | . | 0

3 of these compounds in a different format.
structure: C[C@H](CO)N1C[C@H](C)[C@H](CN(C)C(=O)C2CCOCC2)Oc2ncc(C#CCc3ccccc3)cc2C1=O
- SIRT5 block: 3
- miR122 inh: .
- ERp5 block: 0
- esBAF inh: -5
- C2C12 statin: -3
- ARNT TACC3 PPI: -3
- Cneo AK release: 2
structure: CCCN1C2CCCC1CC(NC(=O)c1cccc(OC)c1)C2 (stereo unspecified)
- SIRT5 block: -2
- miR122 inh: 1
- ERp5 block: -9
- esBAF inh: 3
- C2C12 statin: -4
- ARNT TACC3 PPI: 21
- Cneo AK release: -14
structure: CCN(Cc1ccccc1)C(=O)C(=O)c1cn(CC(=O)N2CCCC2)c2ccccc12
- SIRT5 block: 0
- miR122 inh: 51
- ERp5 block: 2
- esBAF inh: -3
- C2C12 statin: 16
- ARNT TACC3 PPI: .
- Cneo AK release: 0

(continued)
SMILES | SIRT5 block | miR122 inh | ERp5 block | esBAF inh | C2C12 statin | ARNT TACC3 PPI | Cneo AK release
CCCC[C@@]1(C2CCCC2)Cc2cc(OCC(=O)O)c(Cl)c(Cl)c2C1=O | 4 | -9 | -2 | 12 | -2 | -4 | 0
CC(C)NC(=O)C1(C)CCN1Cc1cccc(Cl)c1 (stereo unspecified) | 0 | . | -2 | -8 | 2 | . | 3
CCn1cc(C(=O)C(F)(F)F)c2ccccc21 | . | -2 | . | 2 | 0 | -22 | 0
COc1ccccc1NC(=O)N1CC[C@@H]2[C@H]1c1cc(C#Cc3ccc(F)cc3)ccc1N(C)[C@@H]2CO | 1 | 1[16.7 µM] | 2 | -8 | 0 | 1 | 70
CC1=C(C(=O)OC(C)C)C(c2ccncc2)n2ncnc2N1 (stereo unspecified) | . | 5 | . | 1 | 0 | -5 | .
CO[C@H]1CN(C)C(=O)c2cc(NS(=O)(=O)c3ccccc3)ccc2OC[C@H](C)N(Cc2ccccn2)C[C@H]1C | 7 | -4[16.7 µM] | 0 | 1 | -6 | . | 4
O=C(Nn1c(SCc2cccc([N+](=O)[O-])c2)nc2ccccc2c1=O)c1ccccc1 | . | 12 | . | . | . | 6 | 0
CC(C)NC(=O)NC(=O)CSc1ccc(S(=O)(=O)N2CCCC2)cn1 | 1 | -5 | -2 | -6 | -1 | -14 | 1
Cc1ccc(-c2nnc(N(C)C(=O)c3ccccn3)s2)cn1 | . | 0 | . | 18 | -10 | 13 | 2
O=C(NC(Nc1cc(C(F)(F)F)ccc1Cl)C(=O)c1ccccc1)c1ccccc1 (stereo unspecified) | . | 13 | . | -3 | 19 | -1 | 3
CNC(=O)c1csc(-c2ccccc2)n1 | . | -16 | . | 13 | -3 | -5 | 1
CNC[C@H]1Oc2ccc(NC(=O)CCC(F)(F)F)cc2CC(=O)N([C@H](C)CO)C[C@H]1C | 2 | 7[16.7 µM] | 3 | -3 | 3 | -4 | 10
O=C(CCSc1nc2ccccc2o1)Nc1ccccc1 | -4 | . | -3 | 0 | 1 | -11 | .
CO[C@@H]1CN(C)C(=O)c2ccc(NS(=O)(=O)c3cn(C)cn3)cc2OC[C@H](C)N(Cc2cccc(F)c2)C[C@@H]1C | 5 | -1[16.7 µM] | 2 | 1 | 2 | 7 | -7
CC(C)C#Cc1ccc2c(c1)O[C@H](CN(C)C(=O)CC1CC1)[C@@H](C)CN([C@@H](C)CO)S2(=O)=O | 7 | 16[16.7 µM] | 5 | -1 | 1 | 1 | 4
Cc1ccc(NC(=O)CN2C(=O)S/C(=C\c3ccc(-c4cccc(C(=O)O)c4C)o3)C2=O)cc1C | -6 | . | 6 | . | . | 1 | .
Cn1c(/C(C#N)=N/O)nc2ccccc21 | . | . | . | -3 | 5 | 12 | 1
CCC(=O)N1[C@H](C(=O)OC)[C@@H](CO)[C@@H]2Cn3c(ccc(-c4ccccc4F)c3=O)[C@@H]21 | -4 | -3[16.7 µM] | 4 | -1 | -8 | -2 | -3
CC1CC(C)CN(c2ncc3c(n2)CC(c2ccccc2Cl)CC3=O)C1 (stereo unspecified) | . | -3 | . | 1 | 11 | 3 | 0
O=C(NC1CCCCC1)C1CCC(CNS(=O)(=O)c2cccc3nsnc23)CC1 (stereo unspecified) | 0 | -2 | 3 | 0 | 5 | . | 0
CC(C)(C)c1ccc(C(=O)C2CCCN(C(=O)CN3CCCC3=O)C2)cc1 (stereo unspecified) | -9 | . | -4 | . | . | -3 | .
CC(C)(C)NC(=O)CN(Cc1ccc2c(c1)OCO2)C(=O)CCC(=O)Nc1nccs1 | -1 | 1 | -7 | -2 | 4 | -6 | .
N#CCCN(Cc1ccccc1)C(=S)NC(=O)c1ccccc1 | . | -3 | . | -7 | -7 | 12 | 12
O=C(NCCS(=O)(=O)N1CCc2ccccc2C1)c1ccccc1 | -2 | 6 | -5 | 7 | 12 | -10 | -2
CN(Cc1ccc(Cl)cc1)C(=O)c1cc(S(=O)(=O)N2CCOCC2)ccc1N1CCCC1 | -2 | 5 | -3 | -8 | 2 | 0 | -2
Cc1ccc(NC(=O)C2C3C=CC4(O3)C2C(=O)N(CCCN2CCCC(C)C2)C4C(=O)NC2CCCCC2)cc1 (stereo unspecified) | 17* | 2 | 4 | -4 | -3 | -3 | -1
O=C(CN(C(=O)CNC(=O)c1cccs1)c1ccc2c(c1)OCCO2)NC1CCCC1 | . | 3 | . | -1 | 5 | 19 | -1
COc1cc(/C=N/n2c(C)nc3ccccc3c2=O)ccc1O | -1 | 0 | 1 | 5 | -2 | 2 | 2
O=C(COc1ccc(S(=O)(=O)N2CCOCC2)cc1)NC1CCCCC1 | 0 | . | 8 | 7 | -3 | . | 1
c1ccc(C[C@H]2CN=C(Nc3ccccc3)N2CCCC2CCCC2)cc1 | . | 1 | . | -5 | -33 | 2 | 3
COc1ccc(S(=O)(=O)N(C)C[C@@H]2OCCCC[C@H](C)Oc3ccc(NC(=O)Nc4ccc(C(F)(F)F)cc4)cc3C(=O)N([C@@H](C)CO)C[C@H]2C)cc1 | 3 | -7[16.7 µM] | 14 | -3 | -24 | -23 | 4
O=C(c1ccc(Cl)cc1)N1CCN(c2ncccn2)CC1 | -5 | -11 | 1 | -7 | 0 | -4 | -1
C[C@H](CO)N1C[C@H](C)[C@@H](CN(C)C)Oc2c(NC(=O)c3cnccn3)cccc2C1=O | -2 | -3[16.7 µM] | 8 | 0 | 3 | 1 | -2
COc1ccc(-n2c(=O)[nH]cc(C(=O)N3CCCc4ccccc43)c2=O)cc1 | . | 3 | . | -6 | -1 | -5 | .
O=S(=O)(CC(O)CS(=O)(=O)c1ccc(Cl)cc1)c1ccccc1 (stereo unspecified) | 0 | . | -1 | . | . | -1 | .
Cc1cc(Cl)ccc1OCC(=O)Nc1ccc(CN2CCOCC2)cc1 | 6 | -1 | -6 | -10 | 1 | -1 | -1
CC(=O)Nc1cc(NC(C)=O)c(CC(C)C)s1 | . | 2 | . | -5 | 4 | -4 | 5
CCCc1nc2cc(Cl)c([N+](=O)[O-])cc2o1 | 0 | . | 2 | . | . | -6 | .
O=C(/C=C/c1ccccc1)Nc1sc2c(c1C(=O)O)CCC2 | 2 | 7 | 5 | 19 | -12 | -3 | 3
COc1ccc(C)cc1NC(=O)CN1CCN(C/C=C/c2ccccc2)CC1 | . | -29 | . | -5 | -14 | 9 | 3
Cc1ccc(-n2nc(C)c3c(C)cc(=O)[nH]c32)cc1 | . | 7 | . | 11 | . | -2 | 0

At a glance, some entries already given:
SMILES | SIRT5 block | miR122 inh | ERp5 block | esBAF inh | C2C12 statin | ARNT TACC3 PPI | Cneo AK release
O=C(NCCS(=O)(=O)N1CCc2ccccc2C1)c1ccccc1 | -2 | 6 | -5 | 7 | 12 | -10 | -2
CN(Cc1ccc(Cl)cc1)C(=O)c1cc(S(=O)(=O)N2CCOCC2)ccc1N1CCCC1 | -2 | 5 | -3 | -8 | 2 | 0 | -2
Cc1ccc(NC(=O)C2C3C=CC4(O3)C2C(=O)N(CCCN2CCCC(C)C2)C4C(=O)NC2CCCCC2)cc1 (stereo unspecified) | 17* | 2 | 4 | -4 | -3 | -3 | -1

Compound activity (PubChem BioAssay)

An unsorted share of the library; 4% or so of the library scored in one or more.
